High-throughput results (PubChem)
M. tuberculosis: growth inhibition of non-replicating M. tuberculosis (AID 488890); Mycobacterium tuberculosis non-replicating, growth inhibition; higher % means a stronger effect; inhibition, % at 25 µM; hits with a dose series show IC50 in µM; 320,000 compounds, 0.39% hits; in the data active = a potency from the dose series; inconclusive = inhibition mostly from about 82% at the one dose, without a potency; inactive = the rest, 99 in 100 with inhibition below about 76%;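 note: plate controls were DMSO cells for no effect and high antibiotic wells for full effect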
H37Rv inhibition: M. tuberculosis growth inhibition, HTS (AID 449762); M. tuberculosis H37Rv growth inhibition, 7H9 media; higher % means a stronger effect; inhibition, % at 25 µM, or IC50 in µM where a hit was titrated; 330,000 compounds, 0.59% hits; in the data active = a potency from the dose series; inconclusive = inhibition above about 70% without an active follow-up result;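 note: bacterial growth assessed after seven days of incubation; strong numbers were not always called active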
H1N1 NS1A inhibition: H1N1 influenza NS1A inhibitors, functional cell based assay (AID 504329); 340,000 compounds, 0.3% hits; inhibition, % at 12.5 µM; hits with a dose series show IC50 in µM; NS1A functional cell-based assay, percent inhibition; higher % means a stronger effect; in the data active = a potency from the dose series; inconclusive = inhibition above about 27% without an active follow-up result; note: strong numbers were not always called active
Salmonella PhoP GFP: PhoP regulon inhibitors, Salmonella typhi PhoP promoter GFP reporter, confirmatory (AID 1850) | Salmonella Typhi PhoP-promoter GFP reporter, fluorescence, 4 h; higher % means a stronger effect | one-dose inhibition, % at 50 µM; IC50 in µM for titrated hits | 310,000 compounds, 0.33% hits; in the data active = a potency from the dose series; inconclusive = inhibition mostly from about 25% at the one dose, without a potency; inactive = the rest, 99 in 100 with inhibition below about 19%;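 note: 0% = induced wells with vehicle and 100% = uninduced wells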
VEEV TC-83 Vero: inhibitors of VEEV TC-83 cytopathic effect, confirmation, Vero cells (AID 588727); 350,000 compounds, 0.13% hits; one-dose inhibition, % at 20 µM; IC50 in µM for titrated hits; Vero cells, VEEV TC-83 cytopathic effect inhibition; higher % means a stronger effect; in the data active = a potency from the dose series; inconclusive = inhibition mostly from about 14% at the one dose, without a potency; inactive = the rest, 99 in 100 with inhibition below about 12%; note: strong numbers were not always called active
VEEV TC-83 Vero 10K pilot screen: also measured in VEEV TC-83 Vero; calls as there; inhibition, %; measured here: 10K pilot screen inhibition
The depositor's hits bear a star; i = inactive; ? = inconclusive; . = no result given.

SMILES	M. tuberculosis	H37Rv inhibition	H1N1 NS1A inhibition	Salmonella PhoP GFP	VEEV TC-83 Vero	others
CCCCN(CC)CCCNC(=O)c1ccc2c(c1)N(CC)C(=O)c1ccccc1S2(=O)=O	1%	1%	-7%	10%	i
CSc1c(CC(=O)Nc2ccccc2)n(C)c2ccccc12	-12%	-9%	-2%	2%	12%
CCN(CC)C(=O)C12CC3CC(CC(Br)(C3)C1)C2	1%	4%	-12%	2%	0.4%
CC(C)[C@H](NC(=O)c1ccccc1)C(=O)OCC(=O)N1CC(=O)Nc2ccccc21	-14%	1%	10%	-10%	i	VEEV TC-83 Vero 10K pilot screen=1.1
CCOC(=O)c1ccccc1NC(=S)N1CCCCC1	1%	7%	2%	-7%	1.6%
COc1cc(C(c2nnnn2C(C)(C)C)N2CCN(c3nc4ccccc4s3)CC2)ccc1O (stereo unspecified)	51%	-1%	-3%	20%	0.7%
COc1cc(NC(=O)CCNS(=O)(=O)c2cc(Br)cnc2N)cc(OC)c1	5%	1%	4%	5%	i
Cc1nn(C)cc1/C=N/NC(=O)CSc1ccccn1	-16%	0%	0%	4%	i
CCN(CC)CCN1C(=O)C(=O)/C(=C(/O)c2ccc(S(=O)(=O)N3CCOCC3)cc2)C1c1ccc(C)cc1 (stereo unspecified)	-5%	-4%	-4%	4%	8.2%
CN(C(=O)c1cccc(OC2CCN(S(=O)(=O)N(C)C)CC2)c1)C1CCOC1 (stereo unspecified)	.	.	-8%	.	6.0%
Cc1ccc(OC(=O)c2ccc(C)c([N+](=O)[O-])c2)cn1	33%	61%	-10%	0%	0.1%
O=C1CNC(=S)N1c1nc2ccccc2s1	?	?	-4%	0%	3.5%
O=C1CC2(CCCCC2)Oc2ccc(O)cc21	-11%	-8%	4%	-3%	1.0%
Cn1ccnc1C(=O)Cc1ccc([N+](=O)[O-])cc1	31%	9%	.	16%	0.5%
N=C1S/C(=C\c2cn[nH]c2-c2ccc(F)cc2)C(=O)N1c1ccccc1F	5%	-2%	0%	-1%	?
O=C(Nc1ccc2c(c1)oc1ccccc12)c1ccncc1	11%	-1%	-28%	-10%	i
COC(=O)Cc1ccc(NC(=O)c2ccccc2Cl)cc1	-5%	-2%	0%	-5%	1.5%
CCN(CC)S(=O)(=O)c1ccc(OC)c(NC(=O)c2cn(CC)c3nc(C)ccc3c2=O)c1	-1%	8%	4%	-24%	8.8%
COc1cc(/C=C2/C(=N)N3C(SC)=NSC3=NC2=O)ccc1OC(=O)c1ccco1	?	?	-7%	15%	1.7%
COCc1cc(=O)[nH]c(Sc2c(-c3ccccc3)c3ccc(Cl)cc3[nH]c2=O)n1	35%	5%	-3%	2%	0.2%
Cc1ccc(C)c2sc(NC(=O)c3ccc(N4C(=O)CCC4=O)cc3)nc12	-9%	-6%	10%	10%	9.4%
Cc1ccc(-c2nc3ccccc3[nH]2)cc1N	-1%	-3%	1%	4%	0.4%
CCOC(=O)C1CCCN(C(=O)/C=C/c2cccc([N+](=O)[O-])c2)C1 (stereo unspecified)	7%	-4%	-1%	2%	6.9%
Cc1ccc(NC(=O)CCS(=O)(=O)c2ccc3nc(C)sc3c2)cc1	7%	-13%	6%	-18%	0.1%
Cc1cc(-n2nc(C)cc2C)n2ncc(-c3ccccc3)c2n1	17%	2%	0%	4%	5.1%

Remaining list, next part.
SMILES	M. tuberculosis	H37Rv inhibition	H1N1 NS1A inhibition	Salmonella PhoP GFP	VEEV TC-83 Vero	others
Cc1ccc(-n2nc(C)c3c(C)c(CCC(=O)NC(C)c4ccccc4)c(C)nc32)cc1 (stereo unspecified)	-17%	-7%	12%	-26%	0.8%
Cc1c(/C(O)=C2\C(=O)C(=O)N(CCN(C)C)C2c2ccco2)cnn1-c1ccccc1 (stereo unspecified)	-11%	2%	3%	-9%	3.2%
Cc1c(C(=O)N(Cc2ccccc2)C2CCS(=O)(=O)C2)oc2ccccc12 (stereo unspecified)	13%	-5%	11%	2%	7.7%
C#CCOCCOCCOCCNc1nc(N2CCN(C(=O)C(Cc3ccc(O)cc3)n3cc(C(N)CC(C)C)nn3)CC2)nc(N2CCN(C(=O)C(Cc3cc4ccccc4[nH]3)n3cc(C(N)Cc4ccc(O)cc4)nn3)CC2)n1 (stereo unspecified)	?	6µM*	.	130µM*	.
COC(=O)c1ccccc1C(=O)c1cccc2ccccc12	24%	-5%	0%	-6%	0.9%
Cc1ccc(S(=O)(=O)NCc2cccnc2)s1	11%	8%	1%	-6%	5.7%
O=C(NCCCc1ccccc1)c1cncc(Br)c1	10%	0%	-19%	-7%	i
Cc1onc(-c2ccccc2)c1C(=O)NC(C)CCc1ccccc1 (stereo unspecified)	-18%	-7%	-2%	4%	i
O=C(Nc1ccc(F)cc1)C1CCCN(c2cnccn2)C1 (stereo unspecified)	5%	3%	-1%	-11%	1.3%
CCC(c1nnc(SCC(=O)Nc2ccc(C(=O)N(C)C)cc2)n1Cc1ccccc1)N(C)C (stereo unspecified)	1%	-7%	8%	-6%	0.1%
COc1ccc(-c2csc(C)n2)cc1OC	2%	7%	-1%	-5%	i
O=C1Nc2ccc(Br)cc2C1=Nc1ccc(-c2nnc3n2CCCCC3)cc1	-19%	-3%	.	8%	.
O=C1[C@@H]2Cc3c([nH]c4ccccc34)CN2C(=O)CN1CCCO	-4%	3%	-3%	-13%	1.4%
COCCn1nnnc1C(c1cc(OC)ccc1OC)N1CCc2ccccc2C1 (stereo unspecified)	29%	12%	-5%	-7%	4.0%
Cc1ccc(S(=O)(=O)NCCc2ccncc2)cc1[N+](=O)[O-]	2%	-11%	4%	-6%	0.5%
Cc1ccc(C23CC4CC(CC(C(=O)OCC(=O)NC5CCS(=O)(=O)C5)(C4)C2)C3)cc1 (stereo unspecified)	36%	0%	-4%	-17%	2.8%
O=C(C1=C(O)C(=O)N(CCc2ccccc2)C1c1cccs1)c1ccco1 (stereo unspecified)	40%	-3%	1%	-7%	0.8%
Cc1c(C)c(C)c(S(=O)(=O)N2CCC3(CC2)OCCO3)c(C)c1C	25%	-3%	-5%	-9%	1.6%
CCCCCCc1cc2cc(C(=O)Nc3cccc(OC)c3)c(=O)oc2cc1O	-12%	-8%	18%	-2%	2.0%	VEEV TC-83 Vero 10K pilot screen=0.9
CCOC(=O)c1sc(NC(=O)c2cc(-c3ccc(C)cc3)nc3ccccc23)c(C#N)c1C	45%	2%	1%	7%	i
C/C(=N\NC(=S)Nc1ccccc1C)C1Cc2ccccc2C(=O)O1 (stereo unspecified)	10%	0%	-2%	0%	2.2%
Cc1ccc2oc(=O)c3cnn(CC(=O)N4CCN(c5ccccn5)CC4)c3c2c1	4%	-5%	1%	5%	8.4%
CCOc1ccc(/C=N/NC(=O)c2ccccc2O)cc1CN1CC2CC(C1)c1cccc(=O)n1C2 (stereo unspecified)	37%	?	-15%	.	3.9%
CN(C)/C=C/C=C1C(=O)CCCC1=O	-12%	-4%	7%	17%	4.7%
COC(=O)c1c(-c2ccccc2)noc1-c1ccccc1	14%	-2%	.	5%	5.5%

For convenience, part of the list above:
SMILES	M. tuberculosis	H37Rv inhibition	H1N1 NS1A inhibition	Salmonella PhoP GFP	VEEV TC-83 Vero	others
COCCn1nnnc1C(c1cc(OC)ccc1OC)N1CCc2ccccc2C1 (stereo unspecified)	29%	12%	-5%	-7%	4.0%
Cc1ccc(S(=O)(=O)NCCc2ccncc2)cc1[N+](=O)[O-]	2%	-11%	4%	-6%	0.5%
Cc1ccc(C23CC4CC(CC(C(=O)OCC(=O)NC5CCS(=O)(=O)C5)(C4)C2)C3)cc1 (stereo unspecified)	36%	0%	-4%	-17%	2.8%
O=C(C1=C(O)C(=O)N(CCc2ccccc2)C1c1cccs1)c1ccco1 (stereo unspecified)	40%	-3%	1%	-7%	0.8%

Further results
SMILES	M. tuberculosis	H37Rv inhibition	H1N1 NS1A inhibition	Salmonella PhoP GFP	VEEV TC-83 Vero	others
CC1CC2C(C(O)CC3(C)C(O)CCC23)C2(C)CCC(=O)C=C12 (stereo unspecified)	.	.	-27%	.	4.6%
CCN(CC)CCNC(=O)c1ccc(NC(=O)c2c(C)nn(-c3ccc(F)cc3)c2Cl)cc1	23%	10%	2%	10%	0.4%
O=C(CSc1nncn1-c1cccnc1)Nc1cccc([N+](=O)[O-])c1	-7%	-1%	8%	3%	i
COc1ccc2nc(/N=C\N(C)C)sc2c1	8%	0%	-3%	-2%	0.6%
CCOc1ccc(C(=O)C(CN2CCOCC2)c2ccccc2)cc1 (stereo unspecified)	3.6µM*	?	-2%	2%	0.1%
COc1cccc(CC2(CO)CCCN(Cc3ccc(-c4ccco4)cc3)C2)c1 (stereo unspecified)	32%	14%	7%	-6%	0.5%
COc1ccc(CCN(C)C(=O)Cc2ccc(-c3ccccc3)cc2)cc1OC	26%	-2%	-14%	12%	i
CCC1CCCCN1C(=O)CSc1nnc(N)s1 (stereo unspecified)	0%	-4%	-20%	.	1.7%
CCCCNc1ccc(S(N)(=O)=O)cc1[N+](=O)[O-]	-7%	-5%	.	-6%	.
CCCCCn1c(=O)c(C(=O)Nc2ccccc2Cl)c(O)c2ccccc21	.	1%	0%	-2%	3.9%
Cc1ccc(C)c(C(=O)CCC(=O)Nc2ccc(N3CCN(C)CC3)cc2C)c1	49%	24%	5%	.	9.2%
CCS(=O)(=O)c1nc(S(=O)(=O)c2ccc(C)cc2)c(NCCCN2CCCC2=O)s1	12%	2%	11%	-21%	0.4%
CCn1ncc(CN2CCN(Cc3cccc(OC)c3)C(CCO)C2)c1C (stereo unspecified)	12%	5%	8%	-5%	6.5%
COCCCNC(=O)CN(CCc1ccccc1)S(=O)(=O)c1ccc(C)cc1	15%	-5%	-1%	-4%	i
COc1ccc(-c2cc(CNC(C)=O)on2)cc1	18%	-6%	-19%	0%	2.1%
COC(=O)/C(=C/c1c[nH]c2ccccc12)[N+](=O)[O-]	9%	6%	-3%	7%	i
CN1CCC(NC(=O)c2cccc(Oc3ccccc3)c2)CC1	-1%	-3%	-2%	-7%	0.3%
Cc1ccc(SCC(=O)c2c(C)nc3cc(C)ccn23)cc1	69%	3%	2%	0%	1.5%
Cc1ccc(CSc2nnc(-c3cccc(S(=O)(=O)N4CCOCC4)c3)n2CC(C)C)cc1	39%	-5%	-2%	10%	i
CCCn1c(C(O)c2cc(OC)c(OC)c(OC)c2)nc2ccccc21 (stereo unspecified)	12%	-10%	-11%	4%	0.6%
COc1ccccc1CN(C)c1nnnn1-c1ccccc1	24%	-5%	0%	5%	2.0%
COc1ccc(CN2CCN(C(=O)COc3ccc4ccccc4c3)CC2)c(OC)c1	24%	6%	-4%	-7%	i
CCNc1nc(NCC)n2c(SCc3ccc(F)cc3)nnc2n1	4%	0%	-1%	-2%	4.5%
COC(=O)/C=C1/SC(=Nc2ccc(C)cc2C)NC1=O	26%	9%	-11%	-2%	1.4%
O=C(NC1CCN(c2ncccn2)CC1)c1cccc(F)c1	21%	7%	-10%	3%	i

Quoted at random: 4 compounds from above, in no set order.
SMILES	M. tuberculosis	H37Rv inhibition	H1N1 NS1A inhibition	Salmonella PhoP GFP	VEEV TC-83 Vero	others
COc1ccc(CCN(C)C(=O)Cc2ccc(-c3ccccc3)cc2)cc1OC	26%	-2%	-14%	12%	i
CCN(CC)CCNC(=O)c1ccc(NC(=O)c2c(C)nn(-c3ccc(F)cc3)c2Cl)cc1	23%	10%	2%	10%	0.4%
COC(=O)/C(=C/c1c[nH]c2ccccc12)[N+](=O)[O-]	9%	6%	-3%	7%	i
CCNc1nc(NCC)n2c(SCc3ccc(F)cc3)nnc2n1	4%	0%	-1%	-2%	4.5%

The list continues:
SMILES	M. tuberculosis	H37Rv inhibition	H1N1 NS1A inhibition	Salmonella PhoP GFP	VEEV TC-83 Vero	others
C=CCc1c(C)nc(N2CCSCC2)[nH]c1=O	-7%	-11%	8%	-6%	i
CC(=O)c1ccc(NC(=O)CSc2nnc(-c3ccco3)o2)cc1	-7%	7%	9%	8%	0.3%
CCC(C)[C@H](NC(=O)N1CCC(C)CC1)C(=O)O (stereo partly specified)	-5%	-1%	-7%	13%	0.4%
CCOc1ccc(NC(=O)c2sc3nc4n(c(=O)c3c2C)CCC4)cc1	11%	0%	9%	0%	0.6%
O=C(Oc1cccc(-n2cnnn2)c1)c1sc2ccccc2c1Cl	?	?	0%	-12%	1.3%
CC(=O)c1c(C)oc2ccc(NS(=O)(=O)c3ccccc3)cc12	0%	3%	-9%	12%	0.6%
CC(C)Oc1ccc(S(=O)(=O)N2CCCCC2)cc1NC(=O)C1CSC2(C)CCC(=O)N12 (stereo unspecified)	5%	4%	0%	5%	5.8%
Cc1ccc(S(=O)(=O)Oc2ccc(/C=C(/NC(=O)c3ccccc3)C(=O)O)cc2)cc1	7%	-4%	5%	-19%	0.5%
O=C(Nc1ncccc1O)c1ccc(Cl)c(S(=O)(=O)N2CCCCC2)c1	9%	0%	-10%	1%	2.2%
